PPARg SRC-3 ag: PPARgamma-driven SRC-3 recruitment agonism | P37231 | biochemical PPARgamma/SRC-3 coactivator recruitment assay | activation, % at 8 µM | 0.26% of 200,000 active | AID 731; in the data active = activation above about 23%;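 note: 0% = DMSO and 100% = reference agonist; some compounds past the cut are filed as inactive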
TLR4 MyD88 comp: blocks binding of human TLR4 to MyD88 | O00206+Q99836 | HeLa CL3-4 TLR4/MyD88 BLA complementation, FRET ratio | inhibition, % at 8.4 µM | 0.18% of 200,000 active; in the data active = inhibition above about 25%;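 note: 0% = vehicle and 100% = reference inhibitor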
PPARg SRC2 recr: promotes SRC-2 coactivator recruitment by human PPARgamma | P37231 | PPARgamma LBD-SRC-2 recruitment, biochemical | activation, % at 8 µM | 0.34% of 200,000 active; in the data active = activation above about 22%;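 note: 0% = vehicle and 100% = reference agonist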
ROMK mod: modulators of human ROMK potassium channel. P48048. Tet-inducible ROMK, thallium flux fluorescence; actives lie on both sides. B-score at 10 µM. 2% of 130,000 active. AID 1918;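 active = signal ratio slope over the read window, or its plate-corrected B-score, at least 3 SD from the plate mean, either direction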;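 note: B-score of the F/F0 ratio slope over 7 to 12 s after thallium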
Target sequence (P48048 whole entry, looked up): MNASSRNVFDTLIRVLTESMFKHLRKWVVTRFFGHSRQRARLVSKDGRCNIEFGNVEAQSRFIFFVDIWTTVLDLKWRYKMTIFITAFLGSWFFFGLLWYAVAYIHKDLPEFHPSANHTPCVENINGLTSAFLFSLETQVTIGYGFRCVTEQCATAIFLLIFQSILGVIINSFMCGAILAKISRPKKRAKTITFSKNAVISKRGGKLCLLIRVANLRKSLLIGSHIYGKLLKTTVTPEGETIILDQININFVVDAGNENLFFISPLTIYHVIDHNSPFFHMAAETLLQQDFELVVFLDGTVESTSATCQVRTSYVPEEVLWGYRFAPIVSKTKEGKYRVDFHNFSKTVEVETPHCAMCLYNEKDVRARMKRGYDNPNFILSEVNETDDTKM
RAM network inh: blocks the yeast RAM network; S. cerevisiae dse1pr::URA3 reporter, 5-FOA growth OD615, 2 d; analog-sensitive cbk1-as2 kinase mutant strain; inhibition, % at 50 µM; 1.8% of 190,000 active;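 active = inhibition above a set limit, 3 SD over mean compound inhibition, cut at about 8.4% in these data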;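 note: 0% = DMSO-only wells with no growth and 100% = 10 µM 1-NA-PP1 full growth; inhibition rescues growth on 5-FOA so higher OD means more RAM inhibition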
STAT3 act: activators of IL-6 induced STAT3 signaling | AID 871 | 0.91% of 190,000 active | U3A cells, IL-6 STAT3-luciferase reporter, luminescence; 100% = signal with IL-6 EC80 alone | activation (% of control), % at 5.6 µM;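 active = activation above the screen-wide mean of compound activation plus 3 SD, cut at about 130% in these data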;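 note: 0% = background luminescence of wells with medium and substrate only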
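system = STAT3-luciferase reporter U3A cells | reagent = IL-6 stimulus at 33 ng/mL final | timing = 1 h compound pre-exposure, 6 h IL-6 stimulation, 37 °C | measured by = luminescence | evaluation = % activation versus median of IL-6-stimulated wells | control set = IL-6-only wells as 100% reference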
PPARg SRC1 recr: agonists of human PPARgamma SRC-1 coactivator recruitment | P37231 | PPARgamma-SRC-1 coactivator recruitment biochemical assay | activation, % at 8 µM | 0.41% of 200,000 active; in the data active = activation above about 19%;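 note: 0% = DMSO and 100% = reference agonist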
STAT1 inh: inhibitors of IFN-gamma induced STAT1 signaling; NIH 3T3 STAT1-luciferase reporter, luminescence; inhibition, % at 5.5 µM; 0.35% of 200,000 active; AID 920;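 active = inhibition above a set limit, the mean inhibition across all tested compounds plus 3 SD, cut at about 34% in these data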;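 note: 0% = IFN-gamma with DMSO and 100% = IFN-gamma with 300 µM nifuroxazide; values of inactives mirror those of a sister screen read the other way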
TR-FRET SRC-2 ct: TR-FRET artefact, counter-screen to PPARgamma/SRC-2 agonist assay | TR-FRET ratio at 8 µM | hits give high values | 0.4% of 200,000 active; in the data active = TR-FRET ratio above about 2000; note: inactives centre near 1500
STAT3 blocker: reduces IL-6 driven STAT3 reporter signal; inhibition, % at 5.5 µM; 0.89% of 190,000 active; AID 862; U3A cells, IL-6 STAT3-luciferase reporter, luminescence; host cell line lacks STAT1;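 active = inhibition above the mean inhibition across all screened compounds plus 3 SD, cut at about 44% in these data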;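 note: 0% = DMSO only wells and 100% = 100 µM nifuroxazide control wells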
S1P3 antag: antagonists of human S1P3 receptor | Q99500 | 0.27% of 170,000 active | inhibition, % at 4.98 µM | CHO S1P3 NFAT-BLA reporter, FRET fluorescence, antagonist mode | AID 485;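 active = inhibition above the plate cutoff, the mean inhibition of test wells on that plate plus 3 SD, cut at about 28% in these data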;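 note: cells challenged with S1P at its EC80 of 0.8 µM; blue over green emission ratio from cleaved BLA substrate after 4 h stimulation; 0% = S1P-stimulated wells and 100% = unstimulated DMSO-only wells; some compounds past the cut are filed as inactive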
Target sequence (Q99500 whole entry, looked up): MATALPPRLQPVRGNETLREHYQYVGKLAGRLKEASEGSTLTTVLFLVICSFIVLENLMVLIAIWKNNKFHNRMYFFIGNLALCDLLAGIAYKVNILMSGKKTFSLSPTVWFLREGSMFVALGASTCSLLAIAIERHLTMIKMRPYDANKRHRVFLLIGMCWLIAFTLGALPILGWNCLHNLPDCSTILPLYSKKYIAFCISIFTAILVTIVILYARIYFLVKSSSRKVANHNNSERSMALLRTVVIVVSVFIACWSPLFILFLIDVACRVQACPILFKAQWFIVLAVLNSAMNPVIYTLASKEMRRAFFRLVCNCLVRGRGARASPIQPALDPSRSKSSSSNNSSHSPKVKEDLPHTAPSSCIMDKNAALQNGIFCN
* marks the source's active call; other numbers are inactive results; / = not tested or not shown.

nr	smiles	ROMK mod	PPARg SRC1 recr	TR-FRET SRC-2 ct	PPARg SRC2 recr	TLR4 MyD88 comp	S1P3 antag
1	CCn1ncc(Br)c1C(=O)Nc1ccc2c(c1)OCCO2	-1.4	-6	1483	0	15	-4
2	O=C(Cn1nnc2ccccc21)OCC(=O)c1ccc(Cl)c(Cl)c1	0.07	2	1650	8	-10	/
3	CC1(C)Cc2cccc(OCC(=O)N3CCN(S(=O)(=O)c4ccc(F)cc4)CC3)c2O1	0.024	1	1517	2	-8	2
4	COc1ccc([N+](=O)[O-])cc1NC(=O)CCc1ccccc1	/	2	1395	-3	4	/
5	CC(C)NC(=O)c1ccccc1NC(=O)Cc1ccc([N+](=O)[O-])cc1	-0.83	-1	1307	8	14	-2
6	Cc1ccc2nc(/C(C#N)=C\c3ccc(Oc4ccc(C(F)(F)F)cc4[N+](=O)[O-])cc3)[nH]c2c1	/	-9	1340	-3	-2	-9
7	COc1ccc(/C=N/Nc2nonc2N)c(OC)c1	0.18	0	1543	2	10	-1
8	CC1CCc2cc(F)ccc2N1C(=O)CSc1nnc(-c2cccs2)n1C (stereo not drawn)	-0.36	2	1410	-4	-6	-33
9	CC(=O)Nc1ccc(OC(=O)c2cc3ccccc3oc2=O)cc1	/	4	1446	-5	4	/
10	COc1ccccc1N1CCN(C2CC(=O)N(C)C2=O)CC1 (stereo not drawn)	-0.41	1	1514	2	-6	-11
11	CC1(C)CC(=O)c2c(nc(SCC(=O)Nc3nsc(-c4ccccc4)n3)c(C#N)c2-c2ccccc2)C1	/	10	1451	-8	-6	/
12	CCc1nc(N2CCCC2C(=O)O)c2oc3ccccc3c2n1 (stereo not drawn)	0.13	-6	1555	4	-11	-12
13	C/C(=N\N=C(/N)SC1CC(=O)N(c2cccc(Cl)c2)C1=O)c1cccs1 (stereo not drawn)	1.7	-6	1398	11	-3	/
14	CSc1nc(Oc2ccc(F)cc2F)cc(C(F)(F)F)n1	/	5	1662	6	-4	/
15	COc1cc(NC(=O)c2ccc([N+](=O)[O-])cc2)c(OC)cc1NC(=O)CC(C)C	-0.5	4	1642	-6	1	2

nr	RAM network inh	PPARg SRC-3 ag	STAT1 inh	STAT3 blocker	STAT3 act
1	-0.3	-3	-21	15	92
2	0.9	-16	-1	5	97
3	0.5	20	5	-9	108
4	0.9	-5	-10	-5	104
5	2.7	-2	-2	2	102
6	1.7	-1	-15	-7	104
7	0.1	2	-16	12	91
8	3.0	-13	14	0	104
9	3.5	-4	1	-1	109
10	0.5	-3	1	6	97
11	4.3	2	1	26	82
12	0.9	5	3	43	69
13	0.3	0	-3	-4	110
14	0.1	7	-2	0	100
15	4.2	-2	5	8	99

Single records (already shown):
Cc1ccc2nc(/C(C#N)=C\c3ccc(Oc4ccc(C(F)(F)F)cc4[N+](=O)[O-])cc3)[nH]c2c1 across the screens: ROMK mod: /; PPARg SRC1 recr: -9; TR-FRET SRC-2 ct: 1340; PPARg SRC2 recr: -3; TLR4 MyD88 comp: -2; S1P3 antag: -9; RAM network inh: 1.7; PPARg SRC-3 ag: -1; STAT1 inh: -15; STAT3 blocker: -7; STAT3 act: 104
CC1(C)CC(=O)c2c(nc(SCC(=O)Nc3nsc(-c4ccccc4)n3)c(C#N)c2-c2ccccc2)C1 across the screens: ROMK mod: /; PPARg SRC1 recr: 10; TR-FRET SRC-2 ct: 1451; PPARg SRC2 recr: -8; TLR4 MyD88 comp: -6; S1P3 antag: /; RAM network inh: 4.3; PPARg SRC-3 ag: 2; STAT1 inh: 1; STAT3 blocker: 26; STAT3 act: 82

(listing goes on)
nr	smiles	ROMK mod	PPARg SRC1 recr	TR-FRET SRC-2 ct	PPARg SRC2 recr	TLR4 MyD88 comp	S1P3 antag
16	CCCN(CCC)C(=O)CSc1nc2c(sc(=S)n2-c2ccc(OCC)cc2)c(=O)[nH]1	-1.1	-6	1533	-3	15	2
17	c1ccc(-n2ncc3c(NCc4ccccn4)ncnc32)cc1	/	8	1534	9	-4	/
18	CCN(CC)c1ccc(-c2c(C#N)c(N)nc(OC)c2C#N)cc1	/	6	1524	5	-8	19
19	CCOc1ccc(-c2nnc(-c3ccccc3)n2-c2ccccc2)cc1	/	0	1683	6	-10	/
20	CC(OC(=O)c1ccccc1)C(=O)NCCC1=CCCCC1 (stereo not drawn)	-0.52	10	1772	0	3	3
21	COc1ccccc1NC(=O)N(Cc1ccco1)Cc1cc2cccc(C)c2[nH]c1=O	/	-1	1590	0	-13	0
22	CCCCC(CCC(=O)Nc1cc([N+](=O)[O-])ccc1O)C(=O)O (stereo not drawn)	0.8	1	1666	-1	10	9
23	Cc1ccc(NC(=O)C2C(=O)N(CCO)C3(C)CC2c2ccccc2O3)cc1 (stereo not drawn)	0.65	7	1627	12	0	5
24	Nc1nnc(SCCOc2ccc(Br)cc2)s1	0.34	5	1415	-7	-2	0
25	Cc1cc(C)c(OCC(=O)Nc2ccccc2N2CCOCC2)c(C)c1	/	6	1465	-1	-2	-24
26	C/C=C(/C)C(=O)O[C@@H]1[C@H](OC(C)=O)c2c(ccc3ccc(=O)oc23)OC1(C)C	-0.039	9	1699	8	1	-23
27	CCOC(=O)c1csc(NNC=O)n1	0.49	6	1634	10	-8	-12
28	O=C(CSc1nnc(CNc2ccc(Cl)cc2)o1)Nc1nc2c(s1)CCCC2	0.4	0	1344	3	-9	10
29	CN(CCNC(=O)CN1C(=O)CSc2ccc(S(=O)(=O)N3CCCC3)cc21)Cc1ccccc1	-0.33	15	1667	8	-4	-11
30	Cc1ccc(C)c(NC(CC(=O)c2ccccc2)C(=O)OCC(=O)c2cccs2)c1 (stereo not drawn)	/	4	1545	11	-14	-27

nr	RAM network inh	PPARg SRC-3 ag	STAT1 inh	STAT3 blocker	STAT3 act
16	5.0	-4	-1	4	102
17	1.1	7	-12	6	96
18	0.3	0	-1	4	99
19	1.6	8	-6	-1	105
20	0.9	3	1	6	100
21	2.2	-10	2	4	101
22	0.5	-1	0	4	102
23	0.2	-15	-5	8	96
24	-0.1	-10	-30	6	97
25	5.9	-7	-4	11	94
26	2.2	1	16	-4	101
27	0.9	2	0	0	100
28	2.0	1	1	6	100
29	2.5	4	6	-2	104
30	3.3	6	-1	-2	101

(list continues)
nr	smiles	ROMK mod	PPARg SRC1 recr	TR-FRET SRC-2 ct	PPARg SRC2 recr	TLR4 MyD88 comp	S1P3 antag
31	CCOc1cc(C2c3c(oc4cc(C)c(Cl)cc4c3=O)C(=O)N2Cc2ccco2)ccc1O (stereo not drawn)	1.4	-3	1496	-9	8	-3
32	O=C(Nc1ccc(NC(=O)c2ccco2)nc1)c1cccnc1	/	-2	1561	-1	1	4
33	CN(C)CC(O)COc1ccc(-c2ccc(C#N)cc2)cc1 (stereo not drawn)	0.44	-1	1714	3	-7	/
34	COC(=O)CC1C(=O)NCCN1C(=S)NC(=O)C(c1ccccc1)c1ccccc1 (stereo not drawn)	/	-1	1483	0	10	8
35	O=c1[nH]cnc2sc3c(c12)CCCCC3	-1.5	4	1500	9	0	-20
36	CCOc1ccc(C(CC(=O)O)NC(=O)c2ccco2)cc1OC (stereo not drawn)	/	1	1437	8	-11	-34
37	CCN1CCc2nc(NC(=O)c3ccccc3)sc2C1	-0.075	2	1570	-1	4	/
38	O=C(CCCC(=O)N1CCCc2ccccc21)N1CCCc2ccccc21	/	1	1699	4	-9	/
39	O=C1CCCC/C1=C/Nc1ccc(S(=O)(=O)Nc2ncccn2)cc1	/	-2	1616	0	-10	/
40	Cc1cc(Cl)ccc1OCCCC(=O)N1CCCCC1	/	5	1583	12	-12	/
41	COc1ccnc(CSC(N)=Nc2ccccc2C(F)(F)F)c1	-1.6	0	1567	0	-8	-8
42	COC(=O)C1=C(C(=O)OC)N2C=CC=CC2(C)C(C(=O)OC)=C1C(=O)OC (stereo not drawn)	-0.24	-9	1441	-2	-12	-13
43	COc1ccc(N2CCN(C(=O)Nc3ccccc3C)CC2)cc1	-0.76	8	1655	10	-4	-17
44	CC(C)(C)c1ccc(CN2C3=NCCCN3c3ccccc32)cc1	/	4	1473	2	21	/
45	CC(C)C1Oc2ccccc2N(CC(=O)NCCCN2C(C)CCCC2C)C1=O (stereo not drawn)	/	2	1488	-10	9	13
46	O=C(Nc1ccc2c(c1)OCO2)c1cc(-c2cccnc2)nc2ccccc12	-0.0069	7	1726	7	1	5
47	CCOC(=O)c1cc2c(=O)n3ccccc3nc2n(CC(C)C)c1=NC(=O)c1ccco1	/	4	1644	4	-16	/

nr	RAM network inh	PPARg SRC-3 ag	STAT1 inh	STAT3 blocker	STAT3 act
31	8.4*	7	0	14	91
32	1.4	7	-37	22	84
33	-0.7	4	6	0	100
34	0.8	2	4	-1	106
35	5.0	3	-13	-9	111
36	0.6	0	-2	5	98
37	1.6	0	-51	5	101
38	5.5	3	1	0	103
39	3.2	-10	5	9	96
40	-1.2	0	-13	8	94
41	2.2	-1	-2	0	101
42	1.6	-1	5	-3	103
43	0.6	6	4	18	92
44	1.0	-3	30	-5	107
45	0.8	-4	2	0	106
46	3.0	3	-10	-3	103
47	0.6	17	16	-4	107

Assay outcomes deposited in PubChem by several laboratories.
